# From PubChem BioAssay
# S100A4 MyoIIA – inhibitors of S100A4-myosin IIA peptide binding, primary screen, biochemical, fluorescence polarization, TAMRA-MyoIIA peptide | Protein S100-A4 (Homo sapiens), P26447 | inhibition, % at 10.7 µM | actives 0.14% (n = 360,000);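 active means mean inhibition of at least 70% across replicates, with every replicate also reaching that level; inconclusive means mean inhibition reaches 70% but some replicates fall short; inactive means mean inhibition below 70%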
# Target sequence (P26447 whole entry, looked up): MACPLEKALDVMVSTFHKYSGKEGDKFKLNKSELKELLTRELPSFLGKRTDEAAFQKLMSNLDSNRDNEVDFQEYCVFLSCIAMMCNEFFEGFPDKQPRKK
#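 Material: S100A4 monomer protein / Buffer or medium: 50 mM HEPES pH 7.2, 10 mM CaCl2, 100 mM KCl / Times: 5 min incubation before reading / Benchmarks: neutral control DMSO, positive control TFP / Reagent: labelled myosin peptide probe, 5 nM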
# PGC1a acetyl inh – inhibitors of PGC1a acetylation signal, primary screen, cell-based, U2OS, AlphaScreen, inhibitor mode; AlphaScreen anti-acetyl-lysine; with virally co-expressed GCN5 acetyltransferase; inhibition, % at 15.6 µM; actives 0.17% (n = 350,000); AID 651687, 2012;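 active means every replicate shows inhibition of at least 40%; inconclusive means mean inhibition at least 40% but some replicate below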;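 further: 0% = neutral control wells and 100% = positive control wells; some results beyond the cut were filed as inactive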
# SIRT5 block – SIRT5 desuccinylase inhibitors, primary screen, biochemical, fluorescence imaging, single point, set 5; inhibition, % at 15 µM; actives 1.1% (n = 330,000); Purified SirT5, succinyl-peptide AMC, trypsin-coupled fluorescence; NAD-dependent protein deacylase sirtuin-5, mitochondrial (Homo sapiens), Q9NXA8; in the data active means inhibition above about 15%; inconclusive means no clear call, values can overlap the other calls
# Cneo AK release – Cryptococcus neoformans cell lysis inducers, primary screen, AK release luminescence, single concentration; C. neoformans lysis, adenylate kinase release luminescence, 4 h; normalised: neutral wells 0, clomiphene wells 100; lysis activity, % at 15 µM; actives 0.2% (n = 360,000); AID 651654, 2012;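 active means mean lysis activity across replicates of at least 80%, whatever share of replicates individually reach that level; inactive means mean lysis activity below 80%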
#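 read-out = cell lysis signal | test system = log-phase Cryptococcus neoformans yeast cells | input = cells at 5 × 10^6 per mL | medium = fresh YPD growth medium | signal = luminescent adenylate kinase detection reagent | timing = 4 h at 37 °C static, read 1 h later | dosing = single dose | controls = Clomiphene as positive lysis control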
# ERAP1 HTS inh – human ERAP1 aminopeptidase inhibitors, primary screen, biochemical, single point, plate reader. AID 652197, 2013. actives 0.15% (n = 340,000). Endoplasmic reticulum aminopeptidase 1 (Homo sapiens), Q9NZ08. recombinant ERAP1, Leu-AMC fluorescence, 60 min. inhibition, % at 10.7 µM;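 active means mean replicate inhibition of at least 30%, or all replicates individually reaching that 30% level; inactive means mean below 30% and not every replicate reaching it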;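 further: 0% = neutral control wells and 100% = L-leucinethiol positive control wells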
# Target sequence (Q9NZ08 whole entry, looked up): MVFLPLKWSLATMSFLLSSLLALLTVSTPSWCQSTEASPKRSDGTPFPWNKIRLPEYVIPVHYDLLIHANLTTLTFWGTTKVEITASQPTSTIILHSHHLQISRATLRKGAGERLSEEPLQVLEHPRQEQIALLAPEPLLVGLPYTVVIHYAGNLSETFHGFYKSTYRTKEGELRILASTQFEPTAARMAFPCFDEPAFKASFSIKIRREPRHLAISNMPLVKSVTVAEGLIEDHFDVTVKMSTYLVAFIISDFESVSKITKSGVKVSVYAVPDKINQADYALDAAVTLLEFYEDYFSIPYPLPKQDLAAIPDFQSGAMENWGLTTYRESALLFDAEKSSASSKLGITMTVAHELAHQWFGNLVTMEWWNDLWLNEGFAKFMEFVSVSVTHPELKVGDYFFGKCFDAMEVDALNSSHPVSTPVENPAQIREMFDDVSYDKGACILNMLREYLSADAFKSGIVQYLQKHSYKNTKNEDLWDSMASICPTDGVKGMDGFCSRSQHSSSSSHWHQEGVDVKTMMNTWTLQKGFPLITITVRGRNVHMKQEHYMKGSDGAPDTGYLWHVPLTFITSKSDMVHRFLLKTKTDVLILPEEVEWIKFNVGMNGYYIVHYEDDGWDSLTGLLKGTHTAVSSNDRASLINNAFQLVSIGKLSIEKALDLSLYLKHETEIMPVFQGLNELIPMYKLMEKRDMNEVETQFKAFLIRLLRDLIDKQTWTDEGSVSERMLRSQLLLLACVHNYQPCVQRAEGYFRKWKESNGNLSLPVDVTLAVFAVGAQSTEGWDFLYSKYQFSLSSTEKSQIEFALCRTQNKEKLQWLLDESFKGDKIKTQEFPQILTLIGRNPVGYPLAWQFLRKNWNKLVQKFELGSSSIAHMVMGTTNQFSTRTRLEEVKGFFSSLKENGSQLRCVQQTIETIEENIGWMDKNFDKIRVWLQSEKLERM
# XiGFP reactiv – activators of inactive X chromosome reactivation, primary screen, imaging, XiGFP fibroblasts, GFP high-content imaging, set 2; actives 0.055% (n = 360,000); AID 743238, 2013; activation, % at 7.58 µM; XiGFP mouse fibroblasts, % GFP-positive cells imaging, 3 d; cells co-treated with 5-aza-dC sensitizer; scaled so ellipticine positive control = 100%;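 active means mean normalized replicate activation at least 10% and every replicate at or above 10%; inconclusive means only one of the two criteria met; inactive means mean below 10% and not all replicates reach 10%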;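 further: 0% = median of on-plate neutral control wells and 100% = ellipticine 6 µM median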
#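 Schedule: 3 d treatment, 15 min room-temperature fixation; system: 68-5-11 XiGFP fibroblast line; buffer or medium: DMEM plus 5-aza-dC sensitizer; control set: ellipticine 6 µM positive control; compound: one concentration, pinned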
# Statin myotox sup – suppressors of statin myotoxicity in C2C12 myotubes, primary screen, cell-based, single point, plate reader. rescue of ATP level, % at 7.49 µM. C2C12 myotubes + simvastatin, ATP luminescence, 48 h; scaled: DMSO 0, geranylgeraniol control 100. actives 0.78% (n = 330,000). AID 602340, 2012;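 active means mean ATP rescue above about 67%, or every replicate alone reaching that limit, limit read from the data, passing the limit was not always enough; inconclusive means no clear call, values can overlap the other calls; inactive means mean under the limit and some replicate under it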;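 further: myotubes were challenged with 10 µM simvastatin during compound exposure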
# LGR2 antag – inhibitors of bursicon-induced LGR2 CRE-luciferase signal, primary screen, cell-based, HEK293, CRE-luciferase reporter, bursicon stimulation. bursicon-stimulated, 4 h. inhibition, % at 9.99 µM. actives 0.35% (n = 380,000);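 active means drop in luminescence signal, shown as inhibition above about 50% in the replicate tests, limit read from the data, passing the limit was not always enough; inconclusive means probably only some replicates passing the limit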;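 further: agonist challenge used bursicon conditioned medium at about half maximal strength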
# Starred values were filed as active, the others as inactive; ? = inconclusive; . = not tested or not shown; & = joins results of further samples. An excerpt. The share of hits here may be higher or lower than overall.
structure,S100A4 MyoIIA,PGC1a acetyl inh,SIRT5 block,Cneo AK release,ERAP1 HTS inh,XiGFP reactiv,Statin myotox sup,LGR2 antag
CCN(CC)C(=O)[C@H]1CC(CC(=O)NCCCOC)C(=O)N2CCc3c([nH]c4ccccc34)[C@]12C (some centres undefined),-0.2,12.1,-1.7,-2.1,-2.3,0.3,5.1,8.5
COc1ccc(NC(=O)Nc2ccc3c(c2)C(=O)N([C@@H](C)CO)C[C@@H](C)[C@H](CN(C)Cc2ccc(Cl)c(Cl)c2)OCCCC[C@@H](C)O3)cc1,-22.6,-26.6,11.4,-2.7,2.3,-0.1,.,2.8
CCCC(=O)NC(=S)Nc1ccc(S(=O)(=O)N2CCc3ccccc32)cc1,-46.0,2.8,0.7,1.9,-3.3,0.0,.,.
COc1ccccc1C(=O)N/C(=C\c1ccc(Br)cc1)C(=O)NCC(=O)O,-4.1,.,1.6,.,2.1,0.1,.,-1.8
CO[C@@H]1CN(C)C(=O)c2ccc(NC(C)=O)cc2OC[C@@H](C)N(C(=O)c2ccccn2)C[C@H]1C,-5.5,10.7,.,94.6*,0.8,0.3,-0.6,-5.2
C[C@@H]1CN([C@@H](C)CO)C(=O)c2c(c3ccccc3n2C)-c2ccccc2CO[C@@H]1CN(C)Cc1cccc2c1OCCCO2,-28.5,-18.9,24.6*,.,-1.4,-0.2,.,7.7
O=C(C[n+]1ccccc1)N/N=C/c1ccccc1Cl,-2.1,8.5,3.0,-2.7,-2.5,0.4,3.9,2.2
COc1ccc(NC(=O)Nc2ccc3c(c2)C(=O)N([C@H](C)CO)C[C@@H](C)[C@@H](CN(C)S(=O)(=O)c2cn(C)cn2)OCCCC[C@H](C)O3)cc1,.,1.4,.,-1.5,.,0.1,.,-25.3
O=C(Nc1cccc(Cl)c1)c1csc(COCCO)n1,-0.5,.,.,-4.7,-4.5,-0.1,5.1,-44.9
O=C1[C@H](Cc2ccccc2)NCCCC[C@H](c2ccc(Cl)cc2)N1Cc1ccccc1,-2.6,.,-2.6,3.7,-2.6,0.1,-3.6,17.7
CCCCNS(=O)(=O)c1ccc2nc(SCC(=O)Nc3ccccc3Cl)[nH]c2c1,5.6,.,6.0,.,-0.8,0.0,.,.
C(=C\c1nccc2c1[nH]c1ccccc12)/c1ccccc1,-1.7,.,-8.3,.,-9.7,0.0,-37.9,-21.9
CCCCC(C(=O)NC1CCCC1)N(C(=O)c1snc(C(N)=O)c1N)c1ccc(OCC)cc1 (centres undefined),-1.1,.,-1.9,-0.8,-1.2,0.3,-4.4,23.1
CCC(C)NS(=O)(=O)c1cc2c3c(c1)CCC(=O)N3CCC2 (centres undefined),-0.2,7.4,-3.3,0.6,1.2,0.0,-7.0,-1.1
Cn1c(=O)c2[nH]c(CCCCCc3nc4ccccc4[nH]3)nc2n(C)c1=O,6.8,-3.1,.,3.8,-0.4,0.0,1.3,18.5
Cc1cc(C)cc(OCC(=O)OCc2cc([N+](=O)[O-])cc3c2OCOC3)c1,-3.3,-1.9,-8.7,-1.4,-3.5,-0.1,-1.3,-6.1
CCc1ccc2cc(C)cnc2n1,2.3,8.4,-3.7,1.7,-6.2,0.0,-0.1,-33.7
CC1CN(S(=O)(=O)c2ccc(F)cc2)C(C)N1C(=O)N1CCOCC1 (centres undefined),-1.1,.,-1.4,2.4,-0.2,0.3,25.6,-2.5
Cc1ccc(C)c(NC(=O)CCNS(=O)(=O)c2ccc3[nH]c(=O)oc3c2)c1,-0.9,.,-0.6,-0.3,2.8,0.1,1.9,5.2
COc1ccccc1N1CCN(C2CCCC(C)C2)CC1 (centres undefined),-2.0,-1.1,0.8,1.1,-2.2,.,7.2,2.3
O=C1c2cccc([N+](=O)[O-])c2C(=O)N1c1cccnc1,8.4,6.4,19.5*,.,-4.1,0.0,.,18.7
C[C@H]1CN([C@@H](C)CO)C(=O)c2cc(Br)cnc2O[C@@H]1CN(C)C(=O)C1CCC1,7.2&4.2,-0.2&9.2&-3.5,-4.5&-0.3,0.6&0.2,-3.4&-0.8,0.0&-0.6,-1.0&10.0&-2.8,-15.3&5.6
Cc1cc(C)cc(CC(=O)N2CCC2(C)C(=O)NS(=O)(=O)c2ccc(C(C)(C)C)cc2)c1 (centres undefined),6.9,2.4,1.6,-1.1,10.3,0.3,-10.6,9.2
COc1ccccc1C(=O)Nc1cccc(S(=O)(=O)N2CCCC2)c1,-3.0,2.7,-0.6,0.9,-3.6,-0.1,-6.6,3.8
CCC(Sc1nccn1C)C(=O)Nc1ccc(Cl)cn1 (centres undefined),-7.8,.,-2.5,1.2,0.4,0.1,-1.4,-0.3
Cc1ccc(NC(=O)CCS(=O)(=O)c2ccc3nc(C)sc3c2)cc1,-2.0,.,.,4.1,1.3,0.2,3.5,18.5
Cn1cc(CN(Cc2ccccn2)C[C@@H]2CCC(=O)N2)c(-c2ccccc2F)n1,-4.6,.,-2.1,.,-0.7,-0.1,.,-2.6
COC(=O)c1ccccc1N=Nc1c(N)[nH][nH]c1=O,-0.9,5.1,2.9,.,1.7,0.0,.,-19.7
C[C@@H]1CN([C@H](C)CO)C(=O)c2cccc(NC(=O)c3cnccn3)c2O[C@H]1CN(C)C(=O)Nc1cccc2ccccc12,44.6,2.2,-0.6,-1.9,-2.1,-1.1,29.1,13.2
COC(=O)c1cc(C(=O)OCC(=O)NCc2cccs2)cc([N+](=O)[O-])c1,-5.0,.,-5.3,-3.8,-2.9,-0.1,6.0,-16.1
C[C@@H]1CN([C@@H](C)CO)C(=O)Cc2cc(NC(=O)Cn3cnnn3)ccc2O[C@H]1CN(C)Cc1ccc2c(c1)OCO2,1.8,-0.1,0.3,-1.0,-1.8,-0.7,13.9,9.4
N#Cc1c2c(c(NCCOCCO)n3c1nc1ccccc13)CCCC2,-2.0,0.9,0.1,-0.1,-7.5,0.0,-4.5,7.9
COc1cc(NC2=CC(=O)CC(C)(C)C2)cc(OC)c1OC,.,-9.5,.,1.3,.,.,-12.1,2.9
Cc1noc(C)c1NC(=O)N(C)C[C@H]1Oc2ccc(NC(=O)C3CC3)cc2C(=O)N([C@@H](C)CO)C[C@H]1C,11.3,-4.3,-10.6,2.3,0.8,-0.7,-8.3,18.8
O=C(O)COc1ccccc1/C=N/NC(=O)c1cc(-c2ccc(Cl)cc2)nc2ccccc12,?,-4.8,4.5,-4.8,-2.5,0.1,0.0,-13.6
Cn1c(SCC(=O)NC(=O)Cc2ccccc2)nnc1-c1ccc(F)cc1,-2.0,-3.0,3.2,-1.3,-0.3,0.1,-3.4,-3.7
C[C@@H]1CCCCO[C@H](CN(C)C(=O)Nc2cccc3ccccc23)[C@@H](C)CN([C@H](C)CO)C(=O)c2cc(NS(C)(=O)=O)ccc2O1,1.3,-3.5,0.9,1.1,-6.6,0.0,.,9.2
COc1ccc(OC)c(NC(=O)Nc2nc(CN)cs2)c1,-3.7,2.7,.,5.2,0.5,0.2,-3.2,-3.4
COc1cc(OC)cc(C(=O)N/N=C(\C)CC(=O)Nc2ccccn2)c1,-2.9,.,3.4,-0.1,0.4,0.2,11.0,-10.1
COc1cccc(C(O)c2nc(-c3ccc(F)cc3OC)cs2)c1 (centres undefined),2.0,.,.,0.1,-0.2,0.1,12.6,-7.5
O=C(COC(=O)CNC(=O)c1ccccc1)NC1CCCC1,-0.5,.,-3.7,0.6,-1.6,0.2,2.4,32.3
CCCCc1ccc(/C(C)=N/NC(=O)C2CCCC2)cc1,2.3,-0.7,9.4,-0.9,1.4,0.0,.,9.9
CN1CCN(C(=O)C[C@@H]2C[C@@H]3c4cc(NS(=O)(=O)c5ccc(F)cc5)ccc4O[C@@H]3[C@H](CO)O2)CC1,.,6.5,.,4.0,.,0.0,1.0,0.9
NC(=S)N=Nc1c(O)cc(O)c2[nH]c(=O)ccc12,-3.1,2.8,10.4,.,51.9*,0.0,3.1,-20.9
CCOc1cccc(SCc2noc(C(=O)NC(C)C)c2C(=O)O)c1,-0.1,.,.,.,-1.6,0.0,.,-2.2
CN1CCN(Cc2nc3c(c(=O)[nH]c(=O)n3C)n2CCc2ccccc2)CC1,0.8,-1.4,-0.2,-1.7,0.0,0.3,-13.1,-2.1
NC(=O)c1ccccc1N=Cc1ccc2ccccc2c1,0.7,.,-4.0,.,-1.6,0.3,.,.
S=C(CN1CCCC1=S)NCCc1ccccc1,5.2,.,2.6,.,.,0.0,.,-15.1
CN(CC(=O)Nc1cccc(F)c1)C(=O)c1ccccc1CCc1ccccc1,-7.0,.,0.8,-0.2,-1.2,0.4,-44.9,8.0
CCOC(=O)C1CCN(C2=NC(=O)/C(=C/c3ccc(OC)c(OC)c3)S2)CC1,-2.8,10.6,4.4,-0.6,-1.1,0.0,1.7,-17.2

# Next part:
structure,S100A4 MyoIIA,PGC1a acetyl inh,SIRT5 block,Cneo AK release,ERAP1 HTS inh,XiGFP reactiv,Statin myotox sup,LGR2 antag
Cc1ccc(S(=O)(=O)Nc2cccc3c2O[C@@H](CN(C)S(=O)(=O)c2ccc(C)cc2)[C@H](C)CN([C@H](C)CO)C3=O)cc1,-5.4,7.8,-1.9,-6.2,0.8,0.1,-21.7,-5.9
O=C(CSc1ccc(F)cc1)NCCc1ccc(Cl)cc1,-1.0,.,2.8,8.6,-2.0,-0.1,0.7,-4.9
CN(C(=O)CC1C(=O)NCCN1Cc1ccc(F)c(F)c1)C1CCOCC1 (centres undefined),-2.8,20.5,3.3,-0.1,-0.8,0.0,0.6,24.2
O=C(NN=C1CCN(Cc2ccccc2)CC1)c1cc(Br)ccc1O,1.1,.,-1.0,.,-0.5,0.4,.,-22.1
COc1cccc(NC(=O)CSc2nnc3cc(C)nc(N)n23)c1,-0.8,-5.9,1.3,.,0.4,-0.2,.,-8.7
C[C@H](CO)N1C[C@H](C)[C@@H](CN(C)S(=O)(=O)c2ccccc2)Oc2ccc(NC(=O)CCCN(C)C)cc2C1=O,5.9,-2.0,-2.9,1.1,-7.2,-0.1,-16.2,10.3
CC[C@@H](C)CN1C(=O)N[C@@H](c2ccccc2)C(C(C)=O)=C1C,7.5,-11.8,-0.2,4.4,3.2,-0.2,-2.0,7.6
